MsrA act: bovine MsrA enzyme activators, primary screen, biochemical, absorbance, HTS; Methionine sulfoxide reductase A (Bos taurus); purified bovine MsrA, absorbance read-out; activation, % at 10.6 µM; 360,000 tested, 0.3% active; in the data active = activation above about 7.5%;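 also: 0% = vehicle and 100% = reference activator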
eLon inh: inhibitors of E. coli Lon protease, primary screen, biochemical, fluorescence polarization | purified E. coli Lon protease | 360,000 tested, 0.42% active | inhibition, % at 7.94 µM | P0A9M0 | AID 602123, 2011; in the data active = inhibition above about 13%, passing the limit was not always enough;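 also: 0% = enzyme with probe and DMSO and 100% = no enzyme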
Target sequence (P0A9M0 whole entry, looked up): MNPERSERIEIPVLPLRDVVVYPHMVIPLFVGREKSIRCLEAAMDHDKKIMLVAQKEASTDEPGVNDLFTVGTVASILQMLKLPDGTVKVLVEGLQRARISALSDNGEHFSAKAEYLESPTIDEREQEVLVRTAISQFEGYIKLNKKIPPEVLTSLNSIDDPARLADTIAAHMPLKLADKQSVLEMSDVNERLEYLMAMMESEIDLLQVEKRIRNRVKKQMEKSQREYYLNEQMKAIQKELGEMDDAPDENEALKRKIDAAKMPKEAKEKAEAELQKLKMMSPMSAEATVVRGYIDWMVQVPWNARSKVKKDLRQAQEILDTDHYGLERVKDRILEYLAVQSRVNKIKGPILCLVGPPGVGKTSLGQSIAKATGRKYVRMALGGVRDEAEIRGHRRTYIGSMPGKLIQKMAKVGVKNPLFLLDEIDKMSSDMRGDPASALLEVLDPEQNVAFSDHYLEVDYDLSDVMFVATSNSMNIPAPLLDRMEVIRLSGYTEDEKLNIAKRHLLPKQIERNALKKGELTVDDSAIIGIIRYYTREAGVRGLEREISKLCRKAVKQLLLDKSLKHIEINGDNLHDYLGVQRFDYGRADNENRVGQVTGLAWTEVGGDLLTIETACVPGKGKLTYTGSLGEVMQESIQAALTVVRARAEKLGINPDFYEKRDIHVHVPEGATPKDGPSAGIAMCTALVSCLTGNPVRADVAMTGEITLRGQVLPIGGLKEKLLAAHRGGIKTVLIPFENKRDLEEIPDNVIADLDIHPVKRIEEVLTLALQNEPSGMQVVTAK
TbMetRS inhib: T. brucei MetRS inhibitors, primary screen, biochemical, luminescence; 360,000 tested, 0.4% active; inhibition, % at 11.9 µM; methionyl-tRNA synthetase (Trypanosoma brucei brucei); purified T. brucei MetRS, ATP depletion, Kinase-Glo luminescence;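 active = inhibition above a per-plate cutoff of the control wells' mean inhibition plus 3 SD, cut at about 5.5% in these data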;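 also: 0% = DMSO wells median and 100% = median of wells with control inhibitor compound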
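Material: T. brucei methionyl-tRNA synthetase, purified; reagent: substrates ATP, L-methionine and bulk Escherichia coli tRNA; dosing: 11.9 µM single point; timing: 15 min plus 2 h at 25 °C; detection: luminescence of leftover ATP; evaluation: % inhibition; control set: DMSO-only wells as low control; replicates: singlicate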
MLLE-PAM2 inh: inhibitors of PABP1 MLLE–PAM2 peptide binding, primary screen, biochemical, fluorescence polarization, FITC-PAM2, GST-MLLE; Polyadenylate-binding protein 1 (Homo sapiens), P11940; inhibition, % at 20 µM; 360,000 tested, 0.36% active; AID 588489, 2011; in the data active = inhibition above about 35%, passing the limit was not always enough;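 also: plate controls were DMSO wells with GST-MLLE for no effect and wells lacking GST-MLLE protein for full effect; some results filed as inactive read as strong as hits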
CSN deneddyl inh: inhibitors of CSN-mediated cullin deneddylation, primary screen, biochemical, fluorescence polarization, uHTS; 360,000 tested, 0.38% active; COP9 signalosome complex subunit 5 (Homo sapiens), Q92905; Purified CSN, SCF-Nedd8-OG deneddylation; inhibition, % at 12.5 µM;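 active = pattern-corrected inhibition above about 35%, with an unprinted fluorescence ratio check between 0.5 and 1.5, limit read from the data, passing the limit was not always enough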;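 also: 0% = enzyme with substrate and 100% = substrate without enzyme; some results filed as inactive read as strong as hits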
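Assay system: purified human Csn5 enzyme expressed in HEK293T cells; Input: 0.24 nM Csn5 enzyme, final concentration; Reagent: 10 nM SCFSkp2-Nedd8OG; Compound dosing: 12.5 µM single point; Times: reaction 90 min, room temperature; Technique: fluorescence polarization readout.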
Rin1-Abl PPI inh: inhibitors of Rin1-Abl protein binding, primary screen, biochemical, TR-FRET. Tyrosine-protein kinase ABL1 (Homo sapiens) + Ras and Rab interactor 1 (Homo sapiens), …. inhibition, % at 7.35 µM. 360,000 tested, 0.4% active. AID 588664, 2011; in the data active = inhibition above about 5%, passing the limit was not always enough
Neddylation inh: inhibitors of cullin neddylation, primary screen, biochemical, TR-FRET, uHTS, NAE and Ubc12; NEDD8-conjugating enzyme Ubc12 (Homo sapiens) + NEDD8-activating enzyme E1 regulatory …; calls only at 25 µM; 360,000 tested, 0.58% active; in the data active = inhibition above about 36%
FAS-TE inh: FAS thioesterase domain inhibitors, primary screen, biochemical, fluorescence intensity, uHTS; Fatty acid synthase (Homo sapiens), P49327; recombinant FAS-TE, OMFH fluorogenic substrate, fluorescence endpoint; inhibition, % at 15 µM; 360,000 tested, 0.67% active;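 active = compounds whose normalised, plate-corrected inhibition of enzyme fluorescence in the single-dose primary screen is 50% or more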;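 also: 0% = DMSO with enzyme and 100% = substrate without enzyme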
MsrA inh: bovine MsrA enzyme inhibitors, primary screen, biochemical, absorbance, HTS. Methionine sulfoxide reductase A (Bos taurus). purified bovine MsrA, absorbance read-out. inhibition, % at 15.5 µM. 360,000 tested, 0.75% active. AID 651718, 2012; in the data active = inhibition above about 4.5%;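 also: 0% = vehicle wells with enzyme and 100% = reference inhibitor wells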
Numbers without * were called inactive; i = inactive; x = not tested or not shown; + = active, no number.

SMILES	FAS-TE inh	CSN deneddyl inh	TbMetRS inhib	Neddylation inh	eLon inh	MsrA act	MLLE-PAM2 inh	MsrA inh	Rin1-Abl PPI inh
CCOC(=O)C1CCCN(CC(=O)Nc2c(F)c(F)c(F)c(F)c2F)C1 (stereo not drawn)	20	4	-0.2	i	9	0	-2	0.2	-1
CCC(=O)Nc1ccc(S(=O)(=O)NCC2CCCO2)cc1 (stereo not drawn)	-12	1	-0.2	i	1	-8	-4	-0.4	4
COc1ccc(OCC(=O)OCC(=O)NC2CCCC2)cc1	-5	-1	-0.3	i	-9	-2	6	-0.5	3
CCOc1ccc2nc(SCC(=O)NC3CC3)sc2c1	-2	5	-0.4	i	-2	-4	-7	0.3	2
O=C(NCc1ccc2c(c1)OCO2)C1COc2ccccc2O1 (stereo not drawn)	3	-2	-0.2	i	1	-2	9	1.7	-3
CC(=O)c1cnc2c(-c3ccccc3)c(C)nn2c1C	-3	0	0.1	i	-4	0	-12	-0.4	-1
CN1CCN(c2ccc(S(=O)(=O)N3CCCCC3)cn2)CC1	-9	1	-1.0	i	6	-5	0	0.6	5
COc1c2c(c(OC)c3ccccc13)[C@]1(OC2)O[C@H](CCO)C[C@H](O)[C@H]1O	-14	-7	-1.1	i	4	-4	2	-0.7	-1
CC/C(=C/c1sc2ccccc2[n+]1CC)SC	11	-4	-0.5	i	-1	-3	25	3.0	-1
C=CCc1ccccc1OCC(=O)O	-5	1	-0.3	i	4	-1	13	1.4	-2
O[C@@H]1CN(Cc2cccs2)[C@@H](c2ccccc2)C[C@H]1n1cc(C2CC2)nn1	-6	-1	0.6	i	1	-11	-12	1.1	2
O=C(Nc1cccc(F)c1)NC1CCCc2ccccc21 (stereo not drawn)	11	-1	-0.3	i	0	-1	10	0.3	-1
Cc1ccccc1N(CC(=O)NC1CCCC1)C(=O)CS(=O)CC(=O)Nc1ccc2c(c1)OCO2 (stereo not drawn)	-4	0	0.0	i	-7	-2	-1	1.4	3
CCOC(=O)c1cc(C#N)c(Nc2ccccc2OC)nc1C(F)(F)F	-1	-2	-0.1	i	-6	-4	-1	-0.3	-2
CCOCCCNC(=O)CSc1ccccc1	-4	-5	0.1	i	-7	-1	6	0.5	4
Cc1cccc(C)c1NC(=O)CN(C)CC(=O)Nc1ccccc1Br	-8	3	0.2	i	-8	-3	-2	-0.9	0
Cc1ccccc1C(=O)NC(=S)Nc1ncccn1	-3	0	-0.4	i	-2	-2	36	0.5	2
Cn1c(SCC(=O)NCc2ccc3c(c2)OCO3)nnc1-c1cccs1	-7	0	0.1	i	-5	-2	-11	-0.8	2
COc1ccc(-c2cc([C@H]3[C@@H]4C=CCC[C@@]4(C)C(=O)N3Cc3ccccc3)ccc2F)cc1OC	22	4	-0.1	i	-3	-1	8	-0.5	-2
Cc1ccc(C(=O)NCC(=O)OCCOc2ccccc2Cl)cc1	1	-4	0.0	i	6	-15	0	-0.7	3
COc1ccc(CCNC(=O)CSc2nnc(-c3cccc(F)c3)o2)cc1OC	-5	-3	-0.4	i	-9	0	11	0.1	1
CCC(=O)OCCn1c(=O)c2ccccc2c2ccccc2c1=O	4	8	0.2	i	4	-2	-3	-0.7	1
O=C(CSc1ccc(Cl)cc1)Nc1ccccc1	6	0	0.0	i	-7	-6	5	-0.3	4
OC[C@@H]1CCCN1Cc1cn(-c2ccccc2)nc1-c1ccc2c(c1)OCO2	-5	4	-0.9	+	5	-10	3	-1.0	2
O=C(/C=C/c1ccc([N+](=O)[O-])cc1)OCC(=O)N1CCOCC1	-4	0	0.1	i	0	-6	3	2.7	3
CN1CC(c2ccccc2)C2(COc3ccccc3C2=O)C12C(=O)Nc1ccccc12 (stereo not drawn)	22	-4	-0.4	i	2	-7	3	0.3	1
CS(=O)(=O)c1cccc(NC(=O)C2CC2)c1	-12	4	-0.1	i	9	-5	0	-1.5	5
CN1CCN(C=Nc2nc3ccccc3nc2N2CCCC2)CC1	-5	-6	2.7	i	6	-2	8	2.2	0
Cc1cccn2c(=O)nc(SCC(=O)NCCc3ccccc3)nc12	-3	1	-0.2	i	-5	-3	5	2.7	2
Cc1cccc(C(=O)Nc2ccccc2C(=O)OCc2c(C)noc2C)c1	19	1	0.0	i	5	-2	6	0.6	0
CCCn1cc(S(=O)(=O)c2ccc(F)cc2)c(=O)c2cc(OCC)ccc21	0	-1	0.3	i	-6	-2	4	1.3	4
CN1CCN(c2cc(-c3ccccc3)nc3cc(-c4ccc(F)cc4)nn23)CC1	18	-3	-1.1	x	12	-3	-9	-0.4	-4
COc1ccc(S(=O)(=O)CCC(=O)Nc2cc(C)ccc2OC)cc1	-1	5	-0.2	i	-9	-1	-18	0.2	-1
COc1ccc(C)cc1NC(=O)c1ccc(CN2CCc3ccccc3C2)cc1	32	4	-1.0	i	2	-7	9	0.9	-1
COc1ccc(NC(=O)c2c3c(nc4ccccc24)CCN(Cc2ccccc2)C3)c(OC)c1	3	-1	0.6	i	8	-2	-11	0.2	-2
Cn1nc([N+](=O)[O-])nc1Oc1ccccc1	-6	-8	-0.9	i	-2	-8	8	-0.5	0
CC(C)CNC(=O)C(=O)NNC(=O)c1ccco1	-5	-11	-0.7	i	7	-2	1	0.3	1
CCOc1ccc(NS(=O)(=O)c2ccc(NS(=O)(=O)c3ccc(SC)cc3)cc2)cc1	23	1	-0.6	i	-4	-7	5	1.5	3
Fc1cccc(Cc2c(-c3ccccc3)nc3ccc(Cl)cn23)c1	8	3	0.2	i	3	-2	-5	0.8	0
Cc1ccccc1NC(=O)Cn1cc(C(=O)C2CC2)c2ccccc21	-6	-1	-0.6	i	3	-6	1	0.9	1
CCOc1nc(Nc2cc(Cl)ccc2OC)nc(OCC)n1	-4	4	-1.0	i	-7	-6	-6	-0.5	2
CSc1oc(-c2cccs2)nc1S(=O)(=O)c1ccccc1	21	-4	-0.7	i	-9	-2	-129	1.5	-1
COC(=O)c1ccc(Oc2nc3ccccc3n3c(C)nnc23)cc1	6	-5	0.1	i	4	-3	-7	0.4	-3
CC(=O)N(c1ccc(Cl)cc1)c1c[nH]c2ccccc12	-1	0	-1.7	i	1	-6	-4	0.2	2
C#CCN(C[C@@H]1[C@@H](OC(=O)NCc2ccccc2F)[C@@H](OC(=O)NCc2ccccc2F)CN(C(=O)OC(C)C)N1C(=O)OC(C)C)S(=O)(=O)c1ccc(C)cc1	21	4	-0.4	i	2	-1	-8	-0.1	-1
Cc1csc(=O)n1CCC(=O)OCC(=O)N(CC(C)C)c1c(N)n(Cc2ccccc2)c(=O)[nH]c1=O	-5	-2	0.6	i	-11	0	-8	1.7	2
O=C(c1cc(Br)c(Br)s1)N1CCN(C/C=C/c2ccccc2)CC1	49	-1	-0.4	i	-1	-9	-6	-0.1	0
CC(NC(=O)c1ccc(CS(=O)(=O)c2ccc(Cl)cc2)o1)c1ccc2c(c1)OCCO2 (stereo not drawn)	10	1	-0.4	i	-10	8.6*	0	-0.5	0
CCC/C=C1/CCCOC(C(=O)NCCNCCO)(C(F)(F)F)C1 (stereo not drawn)	-9	-4	-0.4	i	-5	-2	1	0.8	2
COc1ccc(CS(=O)(=O)CC2(O)CCN(C(=O)c3cccc(C(F)(F)F)c3)CC2)cc1	-1	2	-0.8	i	1	0	-7	-0.9	2
O=C(NCc1ccccc1F)C1CCCN(C(=O)Nc2ccc(F)cc2)C1 (stereo not drawn)	-8	0	-0.4	i	-1	-4	4	-0.2	1
O=C(CNC(=O)c1ccco1)OCc1ccc(C(=O)Oc2ccccc2)cc1	4	6	0.1	i	4	-2	2	-1.3	0
CCOC(=O)CSc1nc(-c2ccccc2)nc2ccccc12	28	-3	-0.3	i	-8	-2	-6	0.2	-9
CN1CCN(CCCNC(=O)CCc2nnc3n(Cc4ccccc4Cl)c(=O)c4ccccc4n23)CC1	3	7	0.0	i	-7	-1	0	0.2	5
CC(C)CCNC(=O)CNC(=S)N(Cc1ccccc1)Cc1cccnc1	-3	-4	-0.2	i	1	0	-110	-1.1	-1
COCCNC(=O)/C(C#N)=C/c1c(N2CC(C)OC(C)C2)nc2ccccn2c1=O (stereo not drawn)	-10	2	-0.5	i	3	1	5	1.8	-2
CC(Oc1ccc(Br)cc1)C(=O)N1CCN(c2ccccn2)CC1 (stereo not drawn)	4	4	0.1	i	-4	-2	-12	-1.1	-3
COc1ccccc1C(=O)Nc1ccc2c(c1)nc(CN1CCCCC1)n2C	-6	-4	-0.1	i	1	1	2	0.0	-2
CCP(=O)(c1cccc([N+](=O)[O-])c1)c1cccc([N+](=O)[O-])c1	0	1	-0.6	i	2	-5	12	0.3	-3
COc1ccc([N+](=O)[O-])cc1C1NN=C(c2cccc3ccccc23)S1 (stereo not drawn)	42	-1	0.1	i	0	1	3	-0.9	2

4 successive compounds from above, for reference:
SMILES	FAS-TE inh	CSN deneddyl inh	TbMetRS inhib	Neddylation inh	eLon inh	MsrA act	MLLE-PAM2 inh	MsrA inh	Rin1-Abl PPI inh
CC(Oc1ccc(Br)cc1)C(=O)N1CCN(c2ccccn2)CC1 (stereo not drawn)	4	4	0.1	i	-4	-2	-12	-1.1	-3
COc1ccccc1C(=O)Nc1ccc2c(c1)nc(CN1CCCCC1)n2C	-6	-4	-0.1	i	1	1	2	0.0	-2
CCP(=O)(c1cccc([N+](=O)[O-])c1)c1cccc([N+](=O)[O-])c1	0	1	-0.6	i	2	-5	12	0.3	-3
COc1ccc([N+](=O)[O-])cc1C1NN=C(c2cccc3ccccc23)S1 (stereo not drawn)	42	-1	0.1	i	0	1	3	-0.9	2

Following part:
SMILES	FAS-TE inh	CSN deneddyl inh	TbMetRS inhib	Neddylation inh	eLon inh	MsrA act	MLLE-PAM2 inh	MsrA inh	Rin1-Abl PPI inh
COc1ccc(CCNC(=O)Cn2nc(C)c3c(C)n(-c4ccccc4)nc3c2=O)c(OC)c1	-3	-3	0.9	i	-2	-3	6	-0.4	0
CC(=O)Nc1nonc1NC(=O)CSc1ncn[nH]1	-5	-1	0.5	i	5	-2	-4	1.1	-6
O=c1c2ccccc2nc(SCc2ccccc2Cl)n1Cc1ccccc1	16	0	-1.0	i	-6	-3	-11	0.0	0
Cc1c(Cl)cnc(NC(=O)COC(=O)c2cc3c(s2)CCC(C)C3)c1Cl (stereo not drawn)	-3	2	-0.5	i	-5	-6	-19	0.4	2
O=C(N/N=C/c1cccnc1)C(O)c1ccccc1 (stereo not drawn)	-11	-4	-0.2	i	-3	-12	-1	-0.3	3
COc1ccc(NC(=S)N2CCN(Cc3ccccc3)CC2)c(OC)c1	-9	1	-0.8	i	-8	-7	-97	0.9	3
Cc1ccc(S(=O)(=O)N(C)c2nonc2C)cc1	-1	3	0.6	i	6	-4	-2	0.9	3
